From PubChem
M. tuberculosis = growth inhibition of non-replicating M. tuberculosis (AID 488890). Mycobacterium tuberculosis non-replicating, growth inhibition; higher % means a stronger effect. one-dose inhibition, % at 25 µM; IC50 in µM for titrated hits. 0.39% of 320,000 active; in the data active = a potency from the dose series; inconclusive = inhibition mostly from about 82% at the one dose, without a potency; inactive = the rest, 99 in 100 with inhibition below about 76%;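 also: plate controls were DMSO cells for no effect and high antibiotic wells for full effect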
Salmonella PhoP GFP = PhoP regulon inhibitors, Salmonella typhi PhoP promoter GFP reporter, confirmatory (AID 1850) | 0.33% of 310,000 active | inhibition, % at 50 µM, or IC50 in µM where a hit was titrated | Salmonella Typhi PhoP-promoter GFP reporter, fluorescence, 4 h; higher % means a stronger effect; in the data active = a potency from the dose series; inconclusive = inhibition mostly from about 25% at the one dose, without a potency; inactive = the rest, 99 in 100 with inhibition below about 19%;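 also: 0% = induced wells with vehicle and 100% = uninduced wells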
M. tuberculosis HTS = M. tuberculosis growth inhibition, HTS (AID 449762). M. tuberculosis H37Rv growth inhibition, 7H9 media; higher % means a stronger effect. one-dose inhibition, % at 25 µM; IC50 in µM for titrated hits. 0.59% of 330,000 active; in the data active = a potency from the dose series; inconclusive = inhibition above about 70% without an active follow-up result;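 also: bacterial growth assessed after seven days of incubation; strong numbers were not always called active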
influenza NS1A = H1N1 influenza NS1A inhibitors, functional cell based assay (AID 504329); NS1A functional cell-based assay, percent inhibition; higher % means a stronger effect; 0.3% of 340,000 active; inhibition, % at 12.5 µM; hits with a dose series show IC50 in µM; in the data active = a potency from the dose series; inconclusive = inhibition above about 27% without an active follow-up result; also: strong numbers were not always called active
VEEV TC-83 Vero = inhibitors of VEEV TC-83 cytopathic effect, confirmation, Vero cells (AID 588727); Vero cells, VEEV TC-83 cytopathic effect inhibition; higher % means a stronger effect; one-dose inhibition, % at 20 µM; IC50 in µM for titrated hits; 0.13% of 350,000 active; in the data active = a potency from the dose series; inconclusive = inhibition mostly from about 14% at the one dose, without a potency; inactive = the rest, 99 in 100 with inhibition below about 12%; also: strong numbers were not always called active
VEEV TC-83 Vero 10K pilot screen = recorded beside VEEV TC-83 Vero, whose call it bears; inhibition, %; measured here: 10K pilot screen inhibition
Starred values were filed as active, the others as inactive; i = inactive; ? = inconclusive; . = not tested or not shown.

SMILES	M. tuberculosis	Salmonella PhoP GFP	M. tuberculosis HTS	influenza NS1A	VEEV TC-83 Vero	others
Cc1ccc(CCC(=O)Nc2ccc(CC(=O)O)cc2)o1	.	-1%	-3%	-8%	1.9%
CCOCCCNc1nc2c(C)cccn2c(=O)c1/C=C1\SC(=S)N(C(C)CC)C1=O (configuration not stated)	5%	-37%	1%	13%	1.4%
CCn1ncc(S(=O)(=O)NCc2ccccc2Cl)c1C	10%	-6%	8%	-6%	5.7%
CCCc1c(NC(=O)Nc2ccc(F)cc2)cnn1-c1ccc(Cl)cc1	9%	-3%	3%	1%	3.2%
Cc1ccc2[nH]c(=O)c3cc(C(=O)NC(C)C)sc3c2c1	15%	-1%	4%	-8%	13%
COc1ccc(NC(=O)Nc2c[nH]c(=O)[nH]c2=O)cc1OC	-1%	-3%	0%	-3%	2.2%
CC1CCC2(CC1)NC(=O)N(CC(=O)c1ccc(Cl)s1)C2=O (configuration not stated)	-5%	-13%	6%	-7%	3.7%
OCC(Br)CBr (configuration not stated)	30%	.	-1%	3%	0.0%
CCOc1ccc(-c2cn(-c3cccc(SC)c3)c(=O)[nH]2)cc1	0%	-6%	-10%	-7%	2.1%
COc1ccc(N(C(=O)C(C)C)S(=O)(=O)c2cccc([N+](=O)[O-])c2)cc1	8%	8%	4%	-9%	1.2%
O=C(Cc1ccc(S(=O)(=O)N2CCOCC2)s1)N1CCN(S(=O)(=O)c2ccccc2F)CC1	.	.	.	-8%	8.8%
Cc1ccc(CS/C(Nc2ccccc2C)=C(\C#N)C(=O)NCc2ccco2)c(C)c1	7%	-6%	0%	-11%	2.5%
O=S(=O)(c1ccc2c(c1)CCCN2)N1CCCC1	-16%	.	1%	-8%	4.7%
Cc1ccc(NC(=O)CN(C)CC(=O)Nc2cccc(F)c2)cc1[N+](=O)[O-]	-3%	-14%	1%	14%	1.0%
CC1(C)CNc2cc(N)ccc2S1	-8%	-4%	-3%	24%	0.1%
CC(=O)OCc1c(C)cc(C)c(/C=C(/C#N)C(N)=O)c1C	-3%	5%	-14%	4%	2.1%
COC(=O)CCC(=O)Nc1cccc([N+](=O)[O-])c1	3%	-8%	6%	1%	0.6%
Cc1ccc(S(=O)(=O)Nc2ccc3c(c2)nc(CCN2CCOCC2)n3C)cc1	58%	-16%	-15%	16%	5.3%
Cc1cc(C)c(NC(=O)Cn2nnc(C(=O)NCc3cccs3)c2N)c(C)c1	-7%	0%	-3%	-5%	1.0%	VEEV TC-83 Vero 10K pilot screen=0.5
CCCCn1nnc(NC(=O)c2ccc(-c3cccc([N+](=O)[O-])c3)o2)n1	75%	4%	-1%	.	.
Cn1nc(OC(=O)Nc2ccc(F)cc2)cc1C(F)(F)F	-4%	-5%	-10%	6%	0.1%
Cc1ccc(S(=O)(=O)N2C[C@@H]3[C@H]4CC[C@H](C4)[C@@H]3[C@@H](C)[C@H]2c2ccn(Cc3ccccc3)c2)cc1	.	.	.	22%	i
O=C(c1ccc(CS(=O)Cc2ccc(Cl)cc2)o1)N1CCN(c2ccccc2)CC1 (configuration not stated)	19%	-13%	0%	1%	6.4%
CSc1ccc(CCNS(=O)(=O)c2c(C)[nH]c(C)c2C(=O)N2CCCCC2)cc1	14%	-5%	-2%	5%	5.5%
COCCSc1ccccc1C(=O)Nc1ccc2c(c1)OCCO2	0%	-10%	-9%	1%	0.1%

Structures above that contain a Cl atom, in the order listed:
SMILES	M. tuberculosis	Salmonella PhoP GFP	M. tuberculosis HTS	influenza NS1A	VEEV TC-83 Vero	others
CCn1ncc(S(=O)(=O)NCc2ccccc2Cl)c1C	10%	-6%	8%	-6%	5.7%
CCCc1c(NC(=O)Nc2ccc(F)cc2)cnn1-c1ccc(Cl)cc1	9%	-3%	3%	1%	3.2%
CC1CCC2(CC1)NC(=O)N(CC(=O)c1ccc(Cl)s1)C2=O (configuration not stated)	-5%	-13%	6%	-7%	3.7%
O=C(c1ccc(CS(=O)Cc2ccc(Cl)cc2)o1)N1CCN(c2ccccc2)CC1 (configuration not stated)	19%	-13%	0%	1%	6.4%

In the list so far, three contain two or more sulfur atoms:
SMILES	M. tuberculosis	Salmonella PhoP GFP	M. tuberculosis HTS	influenza NS1A	VEEV TC-83 Vero	others
CCOCCCNc1nc2c(C)cccn2c(=O)c1/C=C1\SC(=S)N(C(C)CC)C1=O (configuration not stated)	5%	-37%	1%	13%	1.4%
O=C(Cc1ccc(S(=O)(=O)N2CCOCC2)s1)N1CCN(S(=O)(=O)c2ccccc2F)CC1	.	.	.	-8%	8.8%
CSc1ccc(CCNS(=O)(=O)c2c(C)[nH]c(C)c2C(=O)N2CCCCC2)cc1	14%	-5%	-2%	5%	5.5%

Later entries:
SMILES	M. tuberculosis	Salmonella PhoP GFP	M. tuberculosis HTS	influenza NS1A	VEEV TC-83 Vero	others
O=C(NCc1ccco1)C1CCN(S(=O)(=O)Cc2ccccc2)CC1	-9%	15%	0%	-1%	i
Cn1c(O)c(C=NCCCC(=O)O)c(=O)n(C)c1=O	0%	-3%	-17%	3%	1.3%
O=C(O)C(Cl)(Cl)Cl	-9%	-18%	0%	.	.
COCCNc1nc(C)c(C(C)=O)s1	-14%	1%	-5%	-6%	1.3%
Cc1ccc(NCCCn2cnc3c(OCc4ccccc4)ncnc32)cc1C	.	.	.	17%	0.1%
CC1CCCN(C(=O)c2ccc(COc3ccccc3Br)cc2)C1 (configuration not stated)	22%	-8%	57%	-3%	3.9%
CCOc1ccc(N2C(=O)CC(Sc3ncccn3)C2=O)cc1 (configuration not stated)	40%	0%	-8%	1%	5.0%
COc1ccccc1-n1c(SCC(N)=O)nc2sc3c(c2c1=O)CCC3	9%	7%	16%	-8%	0.8%
CNc1c([N+](=O)[O-])cnn1-c1cccc(Cl)n1	-10%	3%	0%	2%	1.1%	VEEV TC-83 Vero 10K pilot screen=1.2
O=S1(=O)CCO[C@H]2Cc3ccccc3[C@H]2N1Cc1ccccc1F	5%	0%	1%	-10%	1.8%
COc1ccc(N=Cc2sc3ccccc3c2Cl)cc1	3%	-11%	-10%	-2%	1.8%
COc1ccc(C2OCC3(CO2)SC(=O)NC3=O)cc1 (configuration not stated)	49%	-9%	-1%	0%	0.3%
COc1cccc(C(=O)NCC(c2cccnc2)N2CCN(c3ccccc3OC)CC2)c1 (configuration not stated)	37%	0%	-2%	4%	0.5%	VEEV TC-83 Vero 10K pilot screen=0.1
Cc1ccc(COc2coc(CN3CCN(C(=O)c4ccco4)CC3)cc2=O)cc1	4%	-1%	3%	-2%	1.1%
S=C(c1ccc(-c2ccc(Cl)cc2)o1)N1CCCCC1	?	2%	?	13%	i
CCCOc1ccc(OCCNC2CCCC2)cc1	12%	13%	-10%	-3%	2.3%
Cc1ccc(Cn2nnc3c(=O)[nH]c(C4CCN(C(=O)c5cccs5)CC4)nc32)cc1	28%	-15%	2%	-1%	4.2%
CC(C)(C)C(=O)Nc1ccc(C(=O)N/N=C/C2CC3C=CC2C3)cc1 (configuration not stated)	5%	-2%	1%	1%	i
COc1ccc(NC(=O)N(C)C[C@H]2Oc3ccc(NS(=O)(=O)c4cccs4)cc3C(=O)N([C@@H](C)CO)C[C@@H]2C)cc1	18%	.	-3%	-23%	0.8%
CCCC1CCc2c(sc(NC(=O)OCC)c2C#N)C1 (configuration not stated)	-4%	0%	-13%	12%	3.8%
O=C(Cn1c(=O)oc2cc(S(=O)(=O)N3CCCCC3)ccc21)N1CCc2ccccc21	.	7%	-7%	3%	i
COc1cc(/C=C/C(=O)O)cc(S(=O)(=O)NCC2CCCO2)c1OC (configuration not stated)	-2%	14%	-8%	-6%	i
COc1ccccc1-n1cnc2cc(NCc3ccccc3O)ccc21	22%	4%	5%	-2%	0.8%
COc1ccc(C(=O)Nc2ccccc2N2CCOCC2)cc1S(=O)(=O)N1CCOCC1	-1%	.	0%	-3%	3.4%
O=C(O)CCN1C(=O)/C(=C\c2ccc(OCc3ccccc3)c(OCc3ccccc3)c2)SC1=S	39%	-20%	10%	-4%	2.9%

Arranged by heavy-atom count (descending): 3 of the compounds above.
SMILES	M. tuberculosis	Salmonella PhoP GFP	M. tuberculosis HTS	influenza NS1A	VEEV TC-83 Vero	others
Cc1ccc(NCCCn2cnc3c(OCc4ccccc4)ncnc32)cc1C	.	.	.	17%	0.1%
O=C(NCc1ccco1)C1CCN(S(=O)(=O)Cc2ccccc2)CC1	-9%	15%	0%	-1%	i
CC1CCCN(C(=O)c2ccc(COc3ccccc3Br)cc2)C1 (configuration not stated)	22%	-8%	57%	-3%	3.9%

Returning to the listing, repeating the 7 entries before the break.
SMILES	M. tuberculosis	Salmonella PhoP GFP	M. tuberculosis HTS	influenza NS1A	VEEV TC-83 Vero	others
COc1ccc(NC(=O)N(C)C[C@H]2Oc3ccc(NS(=O)(=O)c4cccs4)cc3C(=O)N([C@@H](C)CO)C[C@@H]2C)cc1	18%	.	-3%	-23%	0.8%
CCCC1CCc2c(sc(NC(=O)OCC)c2C#N)C1 (configuration not stated)	-4%	0%	-13%	12%	3.8%
O=C(Cn1c(=O)oc2cc(S(=O)(=O)N3CCCCC3)ccc21)N1CCc2ccccc21	.	7%	-7%	3%	i
COc1cc(/C=C/C(=O)O)cc(S(=O)(=O)NCC2CCCO2)c1OC (configuration not stated)	-2%	14%	-8%	-6%	i
COc1ccccc1-n1cnc2cc(NCc3ccccc3O)ccc21	22%	4%	5%	-2%	0.8%
COc1ccc(C(=O)Nc2ccccc2N2CCOCC2)cc1S(=O)(=O)N1CCOCC1	-1%	.	0%	-3%	3.4%
O=C(O)CCN1C(=O)/C(=C\c2ccc(OCc3ccccc3)c(OCc3ccccc3)c2)SC1=S	39%	-20%	10%	-4%	2.9%
Cc1ccc(CN(C)C(=O)C2CCC(=O)N(C3CCCCCC3)C2)cc1 (configuration not stated)	19%	-9%	1%	-1%	i
COc1ccc(S(=O)(=O)N(C)CC(=O)N2CCCCCC2)cc1OC	-1%	-11%	-7%	3%	0.4%
S=C(NCc1ccco1)Nc1ccc(Cl)cn1	34%	-8%	-5%	1%	6.4%
CCn1cc(C(=O)NN)c(=O)c2cc(F)c(N3CCOCC3)cc21	18%	-10%	3%	2%	0.4%
COc1cc(NC(=O)c2c(F)c(F)c(OC)c(F)c2F)ccc1NC(=O)c1cccs1	24%	-2%	-2%	5%	5.1%
O=C(NCCc1c[nH]c2ccccc12)c1cccc(S(=O)(=O)Nc2ccccc2Cl)c1	25%	-12%	-4%	1%	4.8%
O=C(NC1CC1)C1C2C3C4CC5C3C5C4C12 (configuration not stated)	58%	-1%	-1%	-4%	i
O=C(O)CSc1ncn[nH]1	-10%	11%	-6%	-6%	0.0%
COc1ccc2[nH]c3c(=O)n(CCCN4CCOCC4)cnc3c2c1	8%	4%	4%	-5%	12%
CC(C)CC(NC(=O)c1ccccc1)C(=O)N/N=C/c1ccco1 (configuration not stated)	-11%	7%	2%	3%	i
Cc1cn(C2OC(COC(=O)c3ccccc3)C(O)C2O)c(=O)[nH]c1=O (configuration not stated)	3%	-7%	6%	-4%	0.9%
NC(=O)C1CCN(C(=O)c2ccc3c(=O)n(Cc4ccco4)c(SCC(=O)c4ccc(F)cc4)nc3c2)CC1	-14%	4%	1%	.	.
CCOC(=O)N=Nc1c(O)n(CC)c2ccccc12	56%	2%	5%	-7%	1.9%
CSCCC(NC(=O)COc1ccccc1)C(=O)N1CCN(c2ccccc2F)CC1 (configuration not stated)	17%	9%	3%	0%	0.1%
CCOc1cc(N2CCOCC2)c(OCC)cc1NC(=O)C(C)C	7%	-1%	-9%	-9%	0.9%
O=C(CN(C(=O)CNC(=O)c1cccs1)c1ccc(F)cc1)NC1CCCCC1	5%	10%	10%	8%	i
O=C(C1CCC(CNS(=O)(=O)c2ccc(F)cc2)CC1)N1CCOCC1 (configuration not stated)	0%	0%	3%	-2%	1.2%
Cc1nc(N)sc1-c1csc(Nc2ccc(S(N)(=O)=O)cc2)n1	-3%	6%	6%	9%	1.5%
